Assay outcomes as filed in PubChem.
TGFb inhibitor – inhibitors of TGF-b signaling | HepG2 CAGA-GFP TGF-b/SMAD3 reporter, GFP fluorescence, 18 h; TGF-beta stimulated, 500 pg/mL final | Potency, µM (doses to about 46.1 µM), without a hit: top-dose activity, negative = inhibition, usual class: inhibitors | 410,000 compounds, 1.2% hits | AID 588855; further: potency means the concentration at half of the fitted maximal effect; on the % scale 0 is the no-effect control and ±100 the full control effect; nearly all actives have a fitted effect of over 65% in size
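Read-out: total well GFP (ex488/em500-530) summed from mean per-cell fluorescence. Cells: HEPG2 CAGA-GFP, 1% FBS DMEM, 18 h at 37 degrees C with 500 pg/mL final TGF-beta. Unstimulated wells served as the full-inhibition control; stimulated DMSO wells = 0%.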
IL1B secr inh – inhibitors of inflammasome signaling (IL-1 beta secretion). THP-1 LPS/ATP IL-1B secretion, AlphaLISA, 16 h; stronger effect = lower value. activity change, % at 57.5 µM. 360,000 compounds, 4.7% hits; in the data active means activity change below about -50%; inconclusive means mostly about -30% to -49%; further: on the % scale 0 is the no-effect control and ±100 the full control effect
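Secreted IL-1B measured by AlphaLISA bead assay after 16 h compound exposure of THP-1 cells; compounds (final up to 57.5 uM) added 1 h before LPS (250 ng/mL) and ATP (1.25 mM) stimulation; lower signal means less secretion.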
S2 tox – cell viability loss in ATXN counter-screen; S2 cells (HEK-293 line with an ATXN2-luciferase reporter) viability, CellTiter-Fluor protease fluorescence, 24 h; Potency, µM (doses to about 56.7 µM), actives largely listed as cytotoxic; 400,000 compounds, 0.49% hits; AID 651635; further: potency means the concentration at half of the fitted maximal effect; nearly all actives have a fitted effect of over 40% in size
ATXN2 expr inh – inhibitors of ATXN2 expression. AID 1745845. Potency, µM (doses to about 57 µM), for the others: at the highest dose activity change, negative = inhibition, usual class: inhibitors. HEK-293 ATXN2-luciferase reporter, luminescence, 24 h. 360,000 compounds, 0.72% hits; further: potency means the concentration at half of the fitted maximal effect; on the % scale 0 is the no-effect control and ±100 the full control effect; nearly all actives have a fitted effect of over 55% in size
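ATXN2-luciferase reporter cells (luciferase flanked by upstream and downstream ATXN2 gene portions) were treated 24 h at 37 °C with compounds at up to 57 uM. SteadyGlo luminescence gave expression; GF-AFC fluorescence gave viability.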
MCF10A rereplic – inducers of DNA re-replication in MCF 10A breast cells. MCF 10A DNA re-replication, Hoechst nuclear intensity, 48 h. 350,000 compounds, 2.9% hits. AID 624296. Potency, µM (titrated, usually from 46.1 µM), for inactives: at the top dose activity, positive = re-replication, most hits filed as activators; further: potency means the concentration at half of the fitted maximal effect; % of control where 0% means no effect; nearly all actives have a fitted effect of over 50% in size
Nrf2 activator – activators of Nrf2 (ARE) signaling | AREc32 ARE-luciferase reporter (MCF7-derived line), luminescence, 24 h | Potency, µM (doses to about 46.1 µM), for the others: at the highest dose activation, most hits filed as activators | 410,000 compounds, 0.31% hits; further: potency means the concentration at half of the fitted maximal effect; % of control where 0% means no effect; nearly all actives have a fitted effect of over 65% in size
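Steps: seed AREc32_Fluc cells (1000/well, 5% FBS OPTI-MEM); incubate overnight at 37 deg C; add 23 nL compound; incubate 24 hr; add Steady-Glo; hold 30 min RT; read luminescence.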
Nrf2 block – blocks Nrf2 signaling | 360,000 compounds, 2.1% hits | A549 ARE-Fluc reporter, luciferase luminescence, 18-24 h | Potency, µM (top dose mostly 46 µM), without a hit: top-dose activity change, negative = inhibition, usual class: inhibitors | AID 504444; further: potency means the concentration at half of the fitted maximal effect; on the % scale 0 is the no-effect control and ±100 the full control effect; nearly all actives have a fitted effect of over 60% in size
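Nrf2 activity is the BugLite luminescence, read 15 min after reagent at room temperature, following CellTiter-Fluor cytotoxicity readout (30 min, 37C). Compound titrations were applied for 18-24 h to 5000 A549 ARE_Fluc cells/well in 5% FBS OPTI-MEM.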
HepG2 viability – counter-screen for TGF-b inhibitors: cytotoxicity in HepG2 cells; 410,000 compounds, 0.76% hits; HepG2 CAGA-GFP viability, ATP luminescence, 18 h; Potency, µM (highest dose often 46.1 µM), without a hit: at the highest dose activity change, negative = cytotoxicity, usual class: cytotoxic; further: potency means the concentration at half of the fitted maximal effect; some results filed as inactive show a strong effect at the top dose
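CellTiter-Glo luminescence gave cytotoxicity after 18 hours at 37 degrees C. The cells were HepG2 CAGA-GFP in 1% FBS DMEM, stimulated with 500 pg/mL TGF-beta after compound addition. %Activity was normalised to no-cell wells (complete cell-killing) and DMSO (no toxicity), and curves were fitted and classified.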
A549 tox – A549 cytotoxicity, counter-screen for Nrf2 inhibitors. A549 ARE-Fluc cells, CellTiter-Fluor viability, 18-24 h. Potency, µM (series often up to 46 µM), for inactives: at the highest dose activity change, negative = cytotoxicity, hits mostly inhibitors. 390,000 compounds, 0.16% hits. AID 504648; further: potency means the concentration at half of the fitted maximal effect; on the % scale 0 is the no-effect control and ±100 the full control effect
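Cytotoxicity counterscreen: CellTiter-Fluor fluorescence was measured in A549 ARE_Fluc cells after 18-24 h of compound exposure in a concentration series. The subsequent BugLite luminescent read reports ARE-luciferase activity.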
* hit, by the source's call; i = inactive; ? = inconclusive; . = not tested or not shown; [ ] = remark or other dose. Unless noted, the call rests on the fitted dose curve; in most records, active means well fitted curve in the direction sought with a large enough effect; inconclusive means small, poorly fitted or top-dose-only effect, or another doubt; inactive means no such curve, though single readings can be large; an effect the other way counts as inactive or inconclusive.

smiles	TGFb inhibitor	IL1B secr inh	S2 tox	ATXN2 expr inh	MCF10A rereplic	Nrf2 activator	Nrf2 block	HepG2 viability	A549 tox
COc1cc(NC(=O)CSc2nc3c(c(=O)[nH]2)CCCC3)cc(OC)c1OC	3%	16	i	-19%	1%	0.0%	?	-1%	-1%
O=C(O)c1ccc(COc2ccccc2/C=C2\NC(=O)N(Cc3ccccc3)C2=O)cc1	-12%	0	i	-1%	6%	0.0%	-18%	-13%	-4%
O=C(CCc1ccccc1)NNC(=O)Cc1ccccc1	8%	27	i	3%	-6%	0.5%	2%	3%	-3%
Cc1ccc2[nH]c(=O)c(CN(Cc3ccc4c(c3)OCO4)Cc3nnnn3C3CCCC3)cc2c1	-28%	-56*	i	-7%	?	20%	-13%	-12%	-9%
CCS(=O)(=O)NCCCCc1ccccc1	8%	?	i	6%	2%	-0.7%	5%	0%	-12%
COC(=O)Nc1nnc(-c2ccco2)s1	9%	41	i	0%	8%	28%	19%	-1%	11%
COc1cc(OC)c(C(=O)OCC(=O)NCC2CCCCC2)cc1OC	-7%	19	i	9%	15%	0.1%	4%	-1%	-5%
O=C(O)c1[nH]n(-c2ccc(S(=O)(=O)O)cc2)c(=O)c1N=Nc1ccc(S(=O)(=O)O)cc1	4%	.	?	-7%	.	.	.	4%	.
COc1ccc(/C(O)=C2/C(=O)C(=O)N(c3ccccn3)C2c2ccc(C(C)C)cc2)cc1 (stereo not given)	19%	-3	?	.	2%	1.6%	?	-5%	-21%
COc1ccc(/C(C)=N/NC(=O)c2ccccc2N)cc1	4%	-21	i	35%[activator]	-1%	0.2%	0%	-7%	-1%

The results go on.
smiles	TGFb inhibitor	IL1B secr inh	S2 tox	ATXN2 expr inh	MCF10A rereplic	Nrf2 activator	Nrf2 block	HepG2 viability	A549 tox
Cc1cc(C(=O)Nc2cccnc2)no1	?	-13	i	4%	2%	-0.9%	-5%	-49%	19%
COc1ccc(NC(=O)Cn2c(=O)n(CC3CCCO3)c(=O)c3cc(OC)c(OC)cc32)c(OC)c1 (stereo not given)	-1%	-24	i	-2%	-8%	-2.0%	10%	-14%	2%
CC(C)C(=O)N(c1ccc(F)cc1)C1C=CS(=O)(=O)C1 (stereo not given)	6%	15	i	11%	-8%	-0.2%	7%	-3%	-2%
CCOC(=O)c1c(NC(=O)CCCN2CCOCC2)sc2c1CC(C)(C)OC2	0%	?	i	-16%	?	-0.8%	8%	-7%	1%
Cc1cc(C)cc(NC(=O)Cc2ccc(NC3=NC4CS(=O)(=O)CC4S3)cc2)c1 (stereo not given)	-20%	-9	i	12%	-1%	-0.1%	0%	-2%	7%
CNc1nc(SC)nc(N2CCOCC2)n1	-2%	-12	i	8%	7%	-0.6%	-9%	0%	3%
Cc1ccc(Nc2ccc(N)cc2S(=O)(=O)O)cc1	-2%	-2	i	.	1%	0.3%	-16%	-8%	-7%
O=C(O)CNC(=O)CCCn1nnc2ccccc2c1=O	4%	-1	i	-18%	3%	0.3%	9%	1%	0%
CC1(c2nnc(-c3cccc(Cl)c3)o2)CC(c2cccc(Cl)c2)=NO1 (stereo not given)	-26%	8	i	2%	8%	0.1%	5%	-19%	-2%
COc1ccc(CCC2(C)OCC(CCCCO)O2)cc1 (stereo not given)	14%	0	i	5%	0%	0.1%	-7%	-7%	-3%

Part of the list above, with each value named:
Cc1cc(C)cc(NC(=O)Cc2ccc(NC3=NC4CS(=O)(=O)CC4S3)cc2)c1 (stereo not given)
  TGFb inhibitor = -20% | IL1B secr inh = -9 | S2 tox = i | ATXN2 expr inh = 12% | MCF10A rereplic = -1% | Nrf2 activator = -0.1% | Nrf2 block = 0% | HepG2 viability = -2% | A549 tox = 7%

CNc1nc(SC)nc(N2CCOCC2)n1
  TGFb inhibitor = -2% | IL1B secr inh = -12 | S2 tox = i | ATXN2 expr inh = 8% | MCF10A rereplic = 7% | Nrf2 activator = -0.6% | Nrf2 block = -9% | HepG2 viability = 0% | A549 tox = 3%

Next section:
smiles	TGFb inhibitor	IL1B secr inh	S2 tox	ATXN2 expr inh	MCF10A rereplic	Nrf2 activator	Nrf2 block	HepG2 viability	A549 tox
C=CCc1c(C)nc2nc(SCC(=O)Nc3cccc(Cl)c3)nn2c1C	-5%	.	.	.	.	-1.0%	.	3%	-4%
O=C(Nc1ncnc2sc3c(c12)CCCCC3)c1ccco1	-9%	-11	i	-34%	0%	?	-4%	-8%	1%
CCCn1c(=O)c2ccccc2n2c(SCCNCCO)nnc12	-13%	-13	i	.	5%	-0.4%	8%	-8%	-1%
CCOc1cc(C)c(C(C)C)cc1S(=O)(=O)n1ccc(C)n1	-2%	18	i	9%	-3%	0.1%	-10%	-1%	1%
COc1ccc(C(=O)NCc2ccc(C(=O)NCC(OC)OC)cc2)cc1OC	-11%	18	i	-13%	-2%	-0.5%	-19%	-8%	-1%
CC(C)(C)C(=O)Nc1ccc(C(=O)NNC(=O)Cc2ccccc2)cc1	9%	29	i	8%	-1%	0.1%	7%	-2%	3%
c1ccc(-n2nnnc2NCCCN2CCOCC2)cc1	0%	-4	i	-1%	-14%	-0.5%	.	-2%	1%
CCc1nc2ccc(C(=O)NCCOc3ccc(OC)cc3)cn2c1N(CC)CCOC	?	-16	i	-19%	.	0.5%	.	-18%	.
CN1CCN(C(=O)NCC23CC4CC(CC(C4)C2)C3)CC1	7%	-2	i	.	-1%	-0.4%	-16%	-2%	-7%
CCOc1ccc(CCNC(=O)C2CCCN(c3nn4c(=O)cc(C)nc4s3)C2)cc1 (stereo not given)	-10%	-22	i	0%	2%	2.2%	2%	-23%	7%

(continued)
smiles	TGFb inhibitor	IL1B secr inh	S2 tox	ATXN2 expr inh	MCF10A rereplic	Nrf2 activator	Nrf2 block	HepG2 viability	A549 tox
C=Cc1ccc(Cn2c(C(=O)O)c(CNCc3ccccc3)c3ccc(C)cc32)cc1	?	.	16µM*	0%	.	-2.0%	?	20µM*	16µM*
COc1ccc(Cl)cc1NC(=O)Cc1c(F)cccc1Cl	?	1	?	-8%	-54%[inhibitor]	0.2%	1%	-37%	0%
Fc1ccc(-c2cc(-c3ccccc3)nc(-n3cccn3)n2)cc1	?	.	?	?	18µM*	1.9%	?	-22%	1%
Cc1ccccc1NC(=O)NC1CCCCCCC1	-3%	-29	i	24%	1%	-0.2%	7%	-11%	6%
C[C@H](NS(=O)(=O)c1ccc(Cl)cc1)C(=O)OCC(=O)NC(=O)Nc1ccc2c(c1)OCCO2	1%	15	i	11%	-3%	3.0%	27%	-2%	1%
COc1ccc2nc(-c3ccccn3)[nH]c2c1	-19%	0	?	-13%	2%	3.5%	?	-63%	-2%
Cc1nc2ccccc2nc1SCC(=O)N1CCC(C)CC1	-17%	2	?	-5%	21%	-0.2%	?	-1%	-14%
Cc1cc(NC(=O)NC(=O)c2ccccc2)no1	0%	-10	i	14%	0%	0.1%	?	-6%	-3%
Cc1cccc(N2CCN(C(=O)c3ccc4ccccc4c3)CC2C)c1 (stereo not given)	-19%	?	i	-23%	?	-0.3%	-12%	-9%	8%
COc1cc(/C=C/c2nc(C#N)c(NC3CCCCC3)o2)cc(OC)c1OC	?	.	.	.	.	8.0%	-23%	-56%	-4%

Additional structures:
smiles	TGFb inhibitor	IL1B secr inh	S2 tox	ATXN2 expr inh	MCF10A rereplic	Nrf2 activator	Nrf2 block	HepG2 viability	A549 tox
CN1/C(=C\C=N\NC(=O)c2ccccc2Br)C(C)(C)c2ccccc21	0%	10	?	0%	6%	0.1%	-28%	-1%	-19%
CCC(=O)c1ccc(N2CCCCC2)c(F)c1	17%	-12	i	5%	-5%	-0.2%	1%	5%	-10%
CC1CN(C)C(C)c2c1oc1ccc(N)cc21 (stereo not given)	-3%	0	i	.	-1%	-2.2%	-9%	-23%	1%
COC(=O)c1ccc(COc2ccc(/C=N/NC(N)=S)cc2)o1	?	-5	i	?	?	17%	-23%	-55%	-9%
Cc1cccc(-n2c(SCC(=O)NCc3ccc4c(c3)OCO4)nc3ccccc3c2=O)c1	7%	-16	?	-18%	19%	0.1%	6%	-1%	1%
CCc1cccc(C)c1NC(=O)Cn1ccn(-c2ccc(F)cc2)c(=O)c1=O	-7%	.	.	.	.	-1.0%	25%	-9%	0%
O=C(NN=Cc1cc(Cl)ccc1[N+](=O)[O-])c1cccc2ccccc12	4%	17	?	-30%	25%	20%	-16%	5%	-1%
O=C(O)c1ccccc1NC(=S)NC(=O)c1cccc2ccccc12	-3%	18	i	-14%	-7%	4.8%	2%	-4%	6%
COc1ccc(C(=O)NCCS(=O)(=O)NCc2ccco2)cc1	-7%	4	i	4%	-2%	-0.3%	4%	5%	1%
COC(=O)c1c(F)c(F)c(N2CCOCC2)c(F)c1F	-11%	17	i	3%	26%	6.4%	4%	4%	0%[1.84 µM]

The list continues:
smiles	TGFb inhibitor	IL1B secr inh	S2 tox	ATXN2 expr inh	MCF10A rereplic	Nrf2 activator	Nrf2 block	HepG2 viability	A549 tox
CNCCC(=O)N1c2ccccc2CCc2ccc(NC(=O)OC)cc21	12%	-7	i	.	2%	2.9%	2%	-7%	12%
Cc1cccc(-n2nc3c(c2NC(=O)c2c(F)cccc2F)CS(=O)(=O)C3)c1C	2%	-3	i	3%	8%	0.3%	-4%	2%	1%
CC(NC(=O)c1cc(S(=O)(=O)N2CCCC2)ccc1Cl)c1ccccn1 (stereo not given)	12%	32	i	2%	-8%	-0.5%	-3%	18%	2%
COc1ccc(C)cc1NC(=O)Cn1nc(N2CCN(c3ccccc3OC)CC2)ccc1=O	-13%	.	i	-29%	.	-0.1%	-24%	-28%	-8%
CCOc1ccc(-c2ccc(C3=CC(=O)C[C@H](c4ccc(F)cc4)C3)cc2)cc1	1%	-2	i	6%	.	0.2%	.	-16%	.

An unsorted share of the library; 8.8% or so of the library scored in one or more.
